Compound activity: PubChem, several laboratories
LRH-1 inv ag: suppresses constitutive activity of human LRH-1; O00482; HEK293T StAR-luciferase reporter, LRH-1 transfected, 24 h; AID 602396; 360,000 tested, 0.13% active; inhibition, % at 3.6 µM;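 active means inhibition above the mean inhibition of all tested compounds plus 3 SD, cut at about 73% in these data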;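 further: 0% = DMSO wells and 100% = reporter-only cells lacking LRH-1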
NCOA2 inhibitor: human SRC2 (NCOA2) inhibition; Q15596; HEK293 GAL4-SRC2 luciferase reporter, luminescence; inhibition, % at 9 µM; 370,000 tested, 0.17% active; AID 651957;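 active means inhibition above the mean inhibition of all tested compounds plus 3 SD, set per campaign, cut at about 52% in these data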;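 further: 0% = DMSO treated cells and 100% = cells given Gossypol at 36 µM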
TROY NFkB inh: TROY signaling inhibition; Q293 LMP1-TROYcd NF-kB luciferase reporter, 4 h; inhibition, % at 10 µM; 360,000 tested, 0.98% active; AID 1347056;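 active means compounds whose plate-normalised and pattern-corrected inhibition of the luciferase reporter signal at the single screening dose is 50% or more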
SRC3 inh: human NCOA3 inhibition | HEK293 GAL4-SRC3 luciferase reporter, luminescence | inhibition, % at 3.6 µM | 360,000 tested, 0.17% active;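 active means inhibition above a per-campaign cutoff, the mean of all compounds plus 3 SD, cut at about 60% in these data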;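 further: 0% = DMSO-treated cells and 100% = gossypol-treated cells at 36 µM; higher means less SRC3-driven luciferase light from the GAL4 reporter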
COUP-TFII inh: blocks human COUP-TFII nuclear receptor; 370,000 tested, 0.7% active; inhibition, % at 8.6 µM; P24468; AID 686940; HEK293T NGFI-A luciferase reporter, luminescence;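 active means inhibition above a per-plate cutoff, mean inhibition of test wells between control levels plus 3 SD, cut at about 38% in these data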;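 further: cells cotransfected with COUP-TFII expression vector driving the NGFI-A reporter; 0% = median of COUP-TF2 test wells and 100% = reporter-only cells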
Vif imaging: inhibitors of HIV Vif; HEK293T cells, Vif self-association by quenched fluorescence, imaging, 24 h; inhibition, % at 7.49 µM; 340,000 tested, 0.35% active; AID 602346; in the data active means inhibition above about 50%, passing the limit was not always enough; further: some results filed as inactive read as strong as hits
C8 TRAIL sens: caspase-8 TRAIL sensitization | 360,000 tested, 1% active | AID 624354 | NB7+C8 cells + TRAIL, ATPlite viability luminescence | inhibition (viability loss, TRAIL sensitization), % at 10 µM;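 active means compounds causing at least 50% loss of cell viability in the single-dose screen, relative to plate controls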
LMP1 NFkB inh: reduces LMP1-driven NF-kappaB luciferase signal; LMP1-induced NF-kappaB luciferase reporter cells, luminescence; inhibition, % at 12.5 µM; 350,000 tested, 0.69% active; AID 504558; in the data active means inhibition above about 41%;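 further: 0% = neutral control wells and 100% = reference inhibitor control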
SRC1 inh: human NCOA1 inhibition. Q15788. 360,000 tested, 0.12% active. HEK293 GAL4-SRC1 luciferase reporter, luminescence. AID 588354. inhibition, % at 3.6 µM;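 active means inhibition above the campaign mean plus 3 SD, with each screening campaign given its own cutoff, cut at about 60% in these data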;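 further: 0% = DMSO treated cells and 100% = gossypol at 36 µM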
TLR9-MyD88 inh: inhibitors of human TLR9-MyD88 binding; CHO BLA complementation TLR9-MyD88, CCF4 FRET ratio; 340,000 tested, 0.21% active; inhibition, % at 4.98 µM; Q9NR96+Q99836;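 active means inhibition above the mean over all tested compounds plus 3 SD, cut at about 21% in these data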;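 further: 0% = DMSO only wells and 100% = clavulanate BLA inhibitor control wells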
Target sequence (Q99836 whole entry, looked up): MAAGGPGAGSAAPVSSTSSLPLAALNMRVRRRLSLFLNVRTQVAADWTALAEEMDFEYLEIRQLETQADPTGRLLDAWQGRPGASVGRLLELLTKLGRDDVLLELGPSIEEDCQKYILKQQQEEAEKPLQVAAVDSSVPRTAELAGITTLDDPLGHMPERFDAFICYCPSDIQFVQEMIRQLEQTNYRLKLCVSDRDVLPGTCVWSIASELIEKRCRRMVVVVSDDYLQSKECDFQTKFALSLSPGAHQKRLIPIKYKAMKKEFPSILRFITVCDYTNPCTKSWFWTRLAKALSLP
Target sequence (Q9NR96 whole entry, looked up): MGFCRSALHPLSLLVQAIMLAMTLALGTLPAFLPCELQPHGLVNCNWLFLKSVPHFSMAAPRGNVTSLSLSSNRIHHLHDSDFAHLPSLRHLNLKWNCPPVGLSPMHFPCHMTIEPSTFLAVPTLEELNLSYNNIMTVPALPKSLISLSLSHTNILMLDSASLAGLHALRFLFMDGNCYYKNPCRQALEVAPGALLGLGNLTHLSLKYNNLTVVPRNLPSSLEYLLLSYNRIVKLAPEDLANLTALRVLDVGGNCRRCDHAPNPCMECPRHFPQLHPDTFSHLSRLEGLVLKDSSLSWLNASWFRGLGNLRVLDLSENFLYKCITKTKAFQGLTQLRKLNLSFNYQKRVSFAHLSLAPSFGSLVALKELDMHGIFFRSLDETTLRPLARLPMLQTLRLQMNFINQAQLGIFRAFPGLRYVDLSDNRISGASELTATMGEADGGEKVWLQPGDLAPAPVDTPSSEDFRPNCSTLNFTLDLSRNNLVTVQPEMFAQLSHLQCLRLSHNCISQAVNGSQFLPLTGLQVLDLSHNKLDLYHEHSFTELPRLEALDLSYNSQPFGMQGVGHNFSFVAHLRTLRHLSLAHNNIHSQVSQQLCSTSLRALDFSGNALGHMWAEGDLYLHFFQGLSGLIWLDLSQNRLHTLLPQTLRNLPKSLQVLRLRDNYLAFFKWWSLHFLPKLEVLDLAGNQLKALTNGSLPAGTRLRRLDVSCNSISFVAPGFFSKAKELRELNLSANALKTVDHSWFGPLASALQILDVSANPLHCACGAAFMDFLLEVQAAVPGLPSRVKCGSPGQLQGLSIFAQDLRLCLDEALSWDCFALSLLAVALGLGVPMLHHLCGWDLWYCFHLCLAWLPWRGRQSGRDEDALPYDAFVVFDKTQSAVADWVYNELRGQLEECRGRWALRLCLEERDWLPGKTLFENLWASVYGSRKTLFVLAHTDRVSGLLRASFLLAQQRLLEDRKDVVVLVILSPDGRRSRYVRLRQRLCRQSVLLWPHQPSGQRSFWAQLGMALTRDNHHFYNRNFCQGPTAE
NOD2 RIPK2 PPI: inhibitors of human NOD2-RIPK2 interaction. CHO BLA complementation NOD2-RIPK2, CCF4 ratio. 360,000 tested, 0.38% active. inhibition, % at 4.98 µM; in the data active means inhibition above about 21%;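 further: 0% = vehicle only and 100% = reference blocker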
Starred values were filed as active, the others as inactive; x = not tested or not shown. This is a subset; count on the stated rates, not on these rows.

SMILES	LRH-1 inv ag	NCOA2 inhibitor	TROY NFkB inh	SRC3 inh	COUP-TFII inh	Vif imaging	C8 TRAIL sens	LMP1 NFkB inh	SRC1 inh	TLR9-MyD88 inh	NOD2 RIPK2 PPI
CC(C)(C)c1ccc(C(=O)NCC(=O)OCC(=O)c2ccc3c(c2)-c2ccccc2C3)cc1	7	-22	-23	-9	-6	-2	-9	4	4	7	-7
O=c1[nH]cnc2nc3n(c12)CCCCC3	-13	-62	26	-25	22	3	5	-3	-5	9	6
NC(=O)/C(=C\c1ccco1)NC(=O)c1ccc(Br)o1	2	-22	-2	27	-16	4	-5	3	-1	6	0
COc1ccc(NC(=O)C2CCCN2S(=O)(=O)c2ccc3c(c2)CC(C)N3C(C)=O)cc1OC (centres undefined)	0	3	5	7	19	-7	5	-4	-9	-3	-4
Cc1cc(OC(C)C(=O)NCC(O)c2ccccc2)c2c(C)c(C)c(=O)oc2c1 (centres undefined)	12	-1	9	-11	6	6	1	8	15	-2	0
CC(C(=O)NC1C(=O)N2C(C(=O)O)=C(CSc3nnnn3C)CSC12)n1cc(Cl)cn1 (centres undefined)	-18	11	12	-4	-8	-1	-6	-3	-2	7	3
O=C(O)C1=C[C@@H](c2ccc3c(c2)OCO3)C[C@@H](OCc2ccc(CO)cc2)O1	2	-9	-2	0	-7	4	16	-5	-14	-2	4
O=C(Nc1ccc(Oc2ccccc2)cc1)c1ccco1	-140	x	-76	-81	x	x	24	-42	-103	2	-6
CC(=O)c1c(C)[nH]c(C(=O)COC(=O)c2ccc(C)s2)c1C	3	4	-25	-4	1	-6	-15	10	0	-2	-9
Oc1ccc(N2CCN(Cc3c(-c4ccccc4)nc4ccccn34)CC2)cc1	-34	16	-42	10	-4	2	-2	-11	-4	5	-5
O=C(Nc1ccc(OCC(F)(F)C(F)F)cc1)c1ccncc1	0	14	3	17	22	9	-7	1	15	0	-21
NC(=O)Cn1c(=O)n(CCC(=O)Nc2ccc(F)cc2)c(=O)c2sccc21	-7	2	6	0	10	9	9	3	2	3	-6
O=C(COC(=O)C1CC1)NCCNC(=O)COC(=O)C1CC1	-2	-11	6	16	6	-1	-12	2	-5	-6	-2
CCN(CCn1cccn1)Cc1nc(Cc2cccc(F)c2)no1	11	-3	1	9	-5	0	1	-4	3	-4	-10
Cc1ccc(CNCCCn2cnc3c(OCc4ccccc4)ncnc32)o1	-3	-61	-8	-8	-8	-2	4	0	-12	-19	-4
O=C(CNS(=O)(=O)c1ccc(Br)s1)NCc1ccccc1	9	-2	-16	1	9	-10	5	1	14	0	-13
CCN(CC)S(=O)(=O)c1ccc(NC(=O)c2ccc(N3CCCC3=O)cc2)cc1	4	15	22	18	30	-34	-3	31	25	-3	-7
CSc1ncccc1C(=O)OCc1ccccc1	-74	-44	-72	-25	-34	0	5	0	-53	3	1
CCCC(C)C(=O)NCc1ccncc1 (centres undefined)	-12	0	8	-1	-24	1	1	-4	-4	3	3
CC(C)CNC(=S)NNC(=O)c1ccc2c(c1)OCO2	16	-17	-12	-4	-12	6	9	-4	7	3	11
COc1ccc(-n2c(-c3ccc(Cl)cc3Cl)n[nH]c2=S)c(OC)c1	-6	9	-3	8	1	-7	-5	5	9	-8	-4
COc1cccc(NC(=O)CSc2nnc(NC(=O)c3ccco3)s2)c1	-24	-3	-32	4	-12	5	2	-3	-3	-6	-5
O=C(Cn1c(-c2ccccc2)noc1=O)Nc1ccc(N2CCCCCC2)cc1	4	13	12	5	16	-8	-7	-7	-18	-1	-14
COc1ccccc1Nc1ncnc2c1c(C)c(C)n2CCO	-58	-72	-30	-54	-5	13	0	-12	-55	-2	0
O=C(Cn1[nH]c(=O)c2ccccc2c1=O)OCC(=O)N1CCc2ccccc2C1	8	-19	0	8	8	4	12	-18	-2	-3	-1

New compounds follow.
SMILES	LRH-1 inv ag	NCOA2 inhibitor	TROY NFkB inh	SRC3 inh	COUP-TFII inh	Vif imaging	C8 TRAIL sens	LMP1 NFkB inh	SRC1 inh	TLR9-MyD88 inh	NOD2 RIPK2 PPI
CCn1c(SCC(=O)NNC(=O)c2ccc(OC)cc2)nnc1-c1cccnc1	14	-7	-6	3	-4	6	-7	-8	-2	3	-8
O=C(NC1CCCCC1)C1CCN(C(=O)NCc2ccccc2)CC1	-4	-1	-2	13	16	3	-2	-1	-11	-5	-2
CS(=O)(=O)n1c2ccccc2c(=O)n1-c1ccccc1CCl	-10	-7	-3	-5	-13	2	0	x	-14	x	-1
CCN1CCN(c2ccc(N3CCN(S(=O)(=O)c4cccc([N+](=O)[O-])c4)CC3)nn2)CC1	10	-34	5	-16	11	11	10	6	-4	-12	3
O=C(Cn1ccc(=O)[nH]c1=O)NCCO	-2	-8	10	7	5	3	-11	-5	9	2	-10
c1ccc(-c2nc3c4ccccc4ccn3c2CC2CCCCC2)cc1	-13	-88	-13	x	-6	x	9	x	x	x	1
COc1ccc(OC)c(C(c2nnnn2CCc2ccccc2)N2CCC(C(N)=O)CC2)c1 (centres undefined)	0	-11	-1	12	-1	6	-8	-6	-1	-5	2
CC(C)[C@H](NC(=O)[C@@H]1Cc2c([nH]c3ccccc23)C2c3ccccc3C(=O)N21)C(=O)NCC1CCCO1 (some centres undefined)	5	0	-3	22	7	-18	-9	-10	-15	-2	-1
Cn1c(SCC(=O)NCC2CCCO2)ncc(C(=O)Nc2ccccc2)c1=O (centres undefined)	15	-44	9	-13	15	-14	-7	-8	-29	-2	-2
CCCCN(C(=O)c1ccc([N+](=O)[O-])s1)c1c(N)n(CCCC)c(=O)[nH]c1=O	14	-20	4	10	-1	2	-1	8	-10	-4	3
CN(C)c1cccc(C(=O)N/N=C/c2ccoc2)c1	-53	-32	-41	-49	-16	-4	37	-8	-29	2	3
CC(C)CNc1ncnc2c1ncn2[C@H]1CN(Cc2cccs2)C[C@@H](CO)O1	-5	1	-2	2	13	20	-17	x	1	x	9
Cc1onc(-c2ccccc2)c1CNC(=O)CN1C(=O)c2ccccc2C1=O	-19	-47	-8	22	-26	-13	-8	-8	-7	-1	-14
Cc1cc(C)c2c(c1)NC(C(=O)O)C1CC=CC21 (centres undefined)	0	0	2	7	0	13	1	4	-15	6	-13
C[C@@H](C(=O)NCc1ccccc1)[C@H]1C[C@]1(C)[C@H](NC(=O)OCc1ccccc1)c1ccccc1	4	14	5	-4	9	-3	4	1	-3	2	2
Cc1ccc(-c2nnc(-c3ccccc3Br)o2)cc1	-157	-27	7	-175	-55	-5	58*	-11	-115	-31	-1
O=C(N/N=C/c1ccccn1)c1ccc(Cl)cc1	-34	-55	28	-23	-44	8	30	-10	-75	-8	-7
CCNc1nc(NCC)nc(C(=O)NN)n1	4	-13	11	-31	-4	12	-2	4	2	-2	8
O=C(CNc1cc(S(=O)(=O)N2CCCC2)ccc1OCC(F)(F)F)Nc1cccc(C(F)(F)F)c1	24	18	30	24	19	-4	19	-7	22	2	-3
COCCn1c(SCC(=O)NC(=O)NC(C)(C)C)nc2ccccc21	-4	-8	-9	10	-18	0	-3	-3	2	-8	0
CCNC(=O)COC(=O)c1ccc(-c2nc3ccccc3s2)s1	-64	-47	31	-45	-35	-2	11	-28	-56	-3	7
C/C(=N\NC(=O)c1ccc(O)cc1)c1cccc(NC(=O)c2ccc(Cl)cc2)c1	-77	-49	-15	-12	-32	0	66*	2	-41	-2	-11
Cn1c(/C=C/c2ccc([N+](=O)[O-])o2)nc2ccccc2c1=O	13	x	-3	19	x	x	51*	88*	-19	1	-9
Clc1ccccc1OCCCCN1CCCC1	7	-31	-15	-3	9	-4	-7	1	4	-6	1
Cc1c(C)[n+](=O)c2c(n1[O-])CCC2	-5	-11	15	12	-3	5	-4	0	-18	-6	-1

Results in NOD2 RIPK2 PPI, for two of the compounds above:
SMILES	NOD2 RIPK2 PPI
c1ccc(-c2nc3c4ccccc4ccn3c2CC2CCCCC2)cc1	1
COc1ccc(OC)c(C(c2nnnn2CCc2ccccc2)N2CCC(C(N)=O)CC2)c1 (centres undefined)	2

The results go on:
SMILES	LRH-1 inv ag	NCOA2 inhibitor	TROY NFkB inh	SRC3 inh	COUP-TFII inh	Vif imaging	C8 TRAIL sens	LMP1 NFkB inh	SRC1 inh	TLR9-MyD88 inh	NOD2 RIPK2 PPI
CC(C)C[C@H](NC(=O)c1[nH]cnc1C(=O)N[C@@H](Cc1ccccc1)C(=O)OC(C)(C)C)C(=O)OCc1ccccc1	5	-7	2	15	-22	15	25	-5	-14	-1	0
Cc1ccc(NC(=O)CCC(=O)NNS(=O)(=O)c2ccccc2)cc1C	0	4	1	-12	-1	0	-17	-5	-29	-7	-1
COc1ccc(-n2nnnc2SCC(N)=O)cc1	14	-22	19	-4	-2	0	-8	0	0	7	2
COc1cc(C(=O)NNC(=O)CN2C(=O)NC3(CCCC3)C2=O)cc(OC)c1OC	0	-1	-13	-1	19	-11	-6	-2	2	1	-5
O=C(Nc1nnc(-c2ccc(Cl)cc2)o1)c1nc2ccccc2s1	-4	-16	31	-3	-4	1	11	-1	-8	-7	-9
N#CC1=C(N)N(c2ccccc2Sc2ccccc2)C(=O)C1	3	0	x	4	0	0	-3	3	-15	11	1
CC(C)c1nc2cc(C(=O)N(C)Cc3ccc(F)cc3)ccc2o1	-2	-11	-53	-6	-9	-7	-20	5	-15	-1	-2
O=C(NC1CCN(C(=O)N2c3ccccc3Sc3ccccc32)CC1)c1ccccc1Cl	10	1	-3	23	15	-6	-4	-2	14	-10	-10
Cc1ccc(S(=O)(=O)N2C[C@H]3C(=O)C[C@@H](c4cccc(C)c4)N(S(=O)(=O)c4ccc(C)cc4)[C@H]3C[C@H]2c2ccccc2)cc1	1	21	3	-1	-6	x	-13	x	-4	x	-14
NC(=O)c1sc2nc3c(c(-c4ccc(Cl)cc4)c2c1N)CCCC3	14	21	-18	23	22	-8	9	-88	15	4	7
Clc1ccc(-c2nc3ccc(Br)cn3c2Cc2cccc(Cl)c2)cc1	-68	-40	15	-25	-25	x	14	x	-35	x	0
Cc1c(Nc2nc3ccccc3n3cnnc23)cccc1[N+](=O)[O-]	-4	7	0	2	14	-4	-13	5	-42	4	-2
CCN(CC)S(=O)(=O)c1ccc(NC(=O)c2cccnc2Cl)c(NC(=O)c2cccnc2Cl)c1	19	-17	-20	10	5	-5	-10	0	14	x	-17
CC12CCC(C1)C(C)(C)C2NS(=O)(=O)c1ccc(F)cc1 (centres undefined)	16	25	4	3	-9	-3	-8	3	0	8	-5
O=c1c2ccccc2nc(SCc2cc(F)cc3c2OCOC3)n1Cc1ccco1	5	6	-2	4	12	-5	12	3	-13	-10	3
COc1ccccc1CCc1nnc(CCC(=O)NC(C)Cn2nc(C)cc2C)o1 (centres undefined)	10	-8	-5	-1	9	0	-2	-4	-5	0	-7
CC[C@]12c3[nH]c4cc(-c5ccco5)ccc4c3CCN1C(=O)[C@@H](CC(=O)NCc1ccco1)C[C@@H]2C(=O)N1CCN(C(=O)C2CC2)CC1	-18	7	0	-1	-4	20	15	0	-15	3	0
COc1ccc(S(=O)(=O)n2nc(OC(=O)c3ccc(C)cc3)cc2N)cc1	10	-23	59*	-10	3	x	6	3	-10	5	3
CC(C)n1cc(/C=C2\NC(=O)N(c3cccc(Cl)c3)C2=O)c2ccccc21	21	2	12	21	0	2	1	-4	14	10	3
CCN(c1ccccc1)S(=O)(=O)c1ccc(C(=O)Nc2nnc(CSC)o2)cc1	20	-7	4	18	-9	-12	31	13	-3	3	4
